# From PubChem BioAssay
# LDHA inh: qHTS assay for inhibitors of human lactate dehydrogenase | activity change, % (values are at about 110 or 230 µM) | hit rate 0.15% among 480,000 | purified LDHA, NADH/diaphorase-resazurin fluorescence; stronger effect = lower value | L-lactate dehydrogenase A chain (Homo sapiens), P00338; in the data active = activity change below about -30%;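 also: plate controls were DMSO wells for no effect and wells without enzyme for full effect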
#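 Resorufin fluorescence (ex540/em590), read at 0 and 20 min after diaphorase/resazurin addition, reports the NADH left after a 5 min room-temperature reaction of 2 nM human LDH5 with 0.06 mM NADH and 0.2 mM pyruvate.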
# PI4K2A block: qHTS for small molecular inhibitors of PI4K2A; purified PI4K2A, ADP-Glo luminescence, 1 h; stronger effect = lower value; activity change, negative = inhibition, % at 76.9 µM; hit rate 0.13% among 420,000; in the data active = activity change below about -50%;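 also: -100% = wells without enzyme as full effect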
# Target sequence (Q9BTU6 whole entry, looked up): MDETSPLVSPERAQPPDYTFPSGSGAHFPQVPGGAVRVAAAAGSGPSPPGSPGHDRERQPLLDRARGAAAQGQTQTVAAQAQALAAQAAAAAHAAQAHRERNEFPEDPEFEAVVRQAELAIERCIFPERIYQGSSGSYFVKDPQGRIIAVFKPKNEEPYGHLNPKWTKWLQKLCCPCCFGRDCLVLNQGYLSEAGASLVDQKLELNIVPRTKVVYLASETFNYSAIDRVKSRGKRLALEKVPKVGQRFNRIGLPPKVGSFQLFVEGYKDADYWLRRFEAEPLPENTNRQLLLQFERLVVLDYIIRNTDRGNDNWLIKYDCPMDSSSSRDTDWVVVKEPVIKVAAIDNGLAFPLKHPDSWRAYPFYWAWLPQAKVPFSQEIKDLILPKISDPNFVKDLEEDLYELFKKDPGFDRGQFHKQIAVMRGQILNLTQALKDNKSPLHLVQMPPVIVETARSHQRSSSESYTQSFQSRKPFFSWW
#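 Compounds are screened against recombinant PI4K2A using PI as substrate and ATP, the latter dispensed at 300 microM. Reactions run one hour at ambient temperature before ADP-Glo detection; full inhibition defined by wells lacking enzyme.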
# * hit, by the source's call. These rows are one share of the data, so the mix of outcomes need not match the whole.
SMILES | LDHA inh | PI4K2A block
O=c1[nH][nH]c2c1C(C1CCCCC1)OC(C1CCCCC1)C2 (configuration not stated) | -1 | 3
Oc1ccc(-c2nn[nH]n2)c2cccnc12 | 16 | -17
O=C(NCCN1CCC(n2c(=O)[nH]c3ccccc32)CC1)c1ccc(Cl)cc1Cl | 0 | 1
Cc1nc2ccc(C(=O)N3c4ccccc4N=C(c4ccc(C(F)(F)F)cc4)C3C(=O)NC(C)(C)C)cc2[nH]1 (configuration not stated) | -11 | 0
CC(C)NC(=O)C1C(c2ccc(C(F)(F)F)cc2)=Nc2ccccc2N1C(=O)c1cc2ccccc2[nH]1 (configuration not stated) | 2 | 9
CCCCn1nnnc1C(c1cc2ccccc2o1)N1CCN(CC(=O)NC(C)C)CC1 (configuration not stated) | -5 | -2
Cc1ccc(C)c(N2CCN(C(c3ccccc3)c3nnnn3C(C)(C)C)CC2)c1 (configuration not stated) | -1 | -2
O=C(NCc1ccccc1)C(C1CC1)n1c(=O)c(-c2cc3ccccc3[nH]2)nc2ccccc21 (configuration not stated) | 0 | 0
CCCNC(=O)c1cc2c(c(-c3cccc(-c4ccc(C#N)cc4)c3)n1)[C@@H](CCO)N(C(=O)CC)C2 | 2 | 21
Cc1ccc(S(=O)(=O)N2[C@@H](CO)CO[C@H]2CC(=O)c2ccc(F)cc2)cc1 | -6 | 0
Cc1cc2nc(C(C)(C)C)c(Cc3cccc(Cl)c3)n2c(C)c1Br | 0 | -1
CCCCCNC(=O)C(c1cc2ccccc2o1)n1c(=O)c(-c2ccco2)nc2ccccc21 (configuration not stated) | 1 | -6
CCCCNC(=O)c1nc(C2CCN(S(=O)(=O)c3c(OC)cccc3OC)CC2)oc1-c1ccccc1 | -2 | 2
CC(C)(C)NC(=O)C(c1ccncc1)n1c(=O)c(-c2ccccc2)nc2ccccc21 (configuration not stated) | 6 | 1
COC(=O)[C@@]1(Cc2ccc(F)cc2)[C@H]2c3cc(C(=O)N(C)C)n(Cc4cc(C)n(C)n4)c3C[C@H]2CN1C(=O)c1ccccc1 | 1 | -7
CCOC(=O)[C@]12CCCC=C1N(Cc1ccc(Cl)cc1Cl)C(=O)[C@H](CC(=O)NCc1cccc(C(F)(F)F)c1)C2 | -2 | 0
CCCCCc1c(-c2ccccc2)ncn1CCc1ccccc1OC | 6 | -1
O=S(=O)(N[C@@H]1CC[C@H](CCNS(=O)(=O)c2ccccc2Cl)O[C@@H]1CO)c1ccccc1 | -4 | 1
CN(C)C(=O)C[C@@H]1CC[C@@H](NC(=O)C2CCC2)[C@@H](CO)O1 | -11 | -2
CCCCC[C@@H](C)N1C[C@H](COCc2ccccc2)Oc2cc(N3CCC[C@@H]3COC)ccc2S1(=O)=O | 0 | 4

# More entries follow:
SMILES | LDHA inh | PI4K2A block
CCOC(=O)N1CCN(C(=O)C[C@@H]2C[C@@]3(C(=O)OCC)CCC=C3N(Cc3ccc4c(c3)OCO4)C2=O)CC1 | 3 | 0
CCCCNC(=O)C(NC(=O)Cc1cc(C(F)(F)F)cc(C(F)(F)F)c1)C(=O)c1ccccc1 (configuration not stated) | 5 | -1
CSCc1cc(C(=O)NC2CC2)c(N)s1 | 5 | 0
Cc1cccc(C)c1NC(=O)C(c1ccccc1)N1CCC(c2ccccc2)CC1 (configuration not stated) | -12 | -4
COCCCNC(=O)C[C@@H]1C[C@@]2(C(=O)OC)CC(C)(C)CC=C2N(Cc2ccccc2)C1=O | -4 | 0
CC(C)(C)c1ccc(-c2csc(N3CCC(C(N)=O)CC3)n2)cc1 | -11 | 5
COCCCN1C(=O)C(CC(=O)NC(c2ccccc2)c2ccccc2)CC(C(=O)N2CCCCCC2)=C1C (configuration not stated) | 2 | 4
CC(C)(C)NC(=O)C(C1CC1)n1c(=O)c(-c2ccco2)nc2ccccc21 (configuration not stated) | 7 | -16
CCCCCCCCN1C(=O)[C@H](CC(=O)NCCCN2CCCC2=O)C[C@@]2(C(=O)OC)CC(C)(C)CC=C12 | 2 | 5
COC(=O)c1ccc2nc(-c3ccc(F)cc3)c(Cc3ccc(C)cc3)n2c1 | 2 | -10
O=C1NC[C@@H](CCCCN2C[C@H](Cc3ccc(O)cc3)N(CCc3ccc(O)cc3)C(=O)C2=O)N(CC2CCCCC2)C1=O | -1 | 0
COCCCN1C(=O)C(CC(=O)NCCCN(C)C)CC(C(=O)N2CCCCCC2)=C1C (configuration not stated) | -5 | -1
CC1COc2c3ccccc3nn21 (configuration not stated) | -5 | -2
Cc1cc(Br)cn2c(Cc3ccsc3)c(-c3cccc(Br)c3)nc12 | 2 | -2
CC(C)C[C@@H](COCc1ccc(Cl)cc1)N1CCN(C(=O)c2ccc(Cl)cc2Cl)CCC1=O | 2 | 2
C/C=C/c1cccc(-c2nc(C(=O)N3CCOCC3)cc3c2[C@H](CCO)N(C(=O)NC(C)C)C3)c1 | -4 | 2
CCCCCCCCN1C(=O)[C@H](CC(=O)NCCCCc2ccccc2)C[C@@]2(C(=O)OC)CC(C)(C)CC=C12 | 4 | 0
CC(C)(C)NC(=O)C(c1cccc2ccccc12)n1c(=O)c(-c2ccccc2)nc2ccccc21 (configuration not stated) | -12 | 0
CN1CCN(C(=O)C[C@@H]2CC[C@@H]3[C@H](COC[C@@H](O)CN3Cc3cccc(Cl)c3)O2)CC1 | 3 | 0
O=[N+]([O-])c1cnccc1-n1nnc2ccccc21 | 1 | 2

# More structures.
SMILES | LDHA inh | PI4K2A block
O=c1[nH][nH]c2c1C(c1ccc(Cl)c(Cl)c1)OC(CCc1ccccc1)C2 (configuration not stated) | 2 | 1
CC(C)n1nnnc1C1c2ccccc2C(=O)N1Cc1cccs1 (configuration not stated) | -3 | 3
Cc1ccccc1CN1C(=O)c2ccccc2C1c1nnnn1-c1ccc2c(c1)OCCO2 (configuration not stated) | -3 | 8
CCCCCCCCN1C(=O)[C@H](CC(=O)NCc2ccc(OC)c(OC)c2)C[C@@]2(C(=O)OCC)CCC=C12 | 3 | -3
COC(=O)C[C@@H]1C=C[C@H](NS(=O)(=O)c2cccc(F)c2)[C@@H](CO)O1 | 5 | -4
COC(=O)c1ccc2nc(-c3ccc(C#N)cc3)c(Cc3ccsc3)n2c1 | 6 | -6
CC(=O)N1Cc2cc(C(=O)NCC(F)(F)F)nc(-c3cccc(-c4cccnc4)c3)c2[C@H]1CCO | -1 | 3
CCOC(=O)[C@]12CCC=C1N(Cc1cccc3ccccc13)C(=O)[C@H](CC(=O)NCc1cccc(C(F)(F)F)c1)C2 | 6 | -1
COc1ccc(NC(=O)C(c2ccc(C#N)cc2)n2c(=O)c(-c3cc4ccccc4[nH]3)nc3ccccc32)cc1 (configuration not stated) | 1 | -2
C[C@H](c1ccccc1)N1C[C@H](COCc2ccccc2)Oc2cc(N3CC[C@H](N(C)C)C3)ccc2S1(=O)=O | 2 | -1
O=C(C(O)c1ccccc1)N1CCN(S(=O)(=O)c2ccc(C(F)(F)F)cc2)CC1 (configuration not stated) | -5 | 1
O=c1[nH][nH]c2c1[C@H](c1ccc(F)cc1)O[C@H](C1CCCCC1)C2 | 2 | -2
CCCC[C@@H]1CNC(=O)C(=O)N1CCCC | -11 | 0
COc1ccc(NC(=O)C2c3ccccc3OCC(=O)N2Cc2ccc3c(c2)OCO3)cc1 (configuration not stated) | -2 | 3
O=C(Cc1cc(C(F)(F)F)cc(C(F)(F)F)c1)Nc1c(-c2ccccc2)[nH][nH]c1=O | 8 | -22
COC(=O)[C@@]1(Cc2ccc(OC)cc2)[C@H]2c3cc(C(=O)N4CCCC4)n(CCc4c[nH]c5ccccc45)c3C[C@H]2CN1C(=O)c1ccccc1 | -1 | 3
COC(=O)[C@]12CCCCC=C1N(Cc1ccccc1)C(=O)[C@H](CC(=O)NCc1ccc(C)o1)C2 | 0 | 3
CCCCCc1c(-c2ccccc2OC)ncn1CCc1ccccc1OC | -1 | 4
C#CCNC(=O)c1cc(-c2ccccc2)sc1N | 1 | -9
CCOC(=O)[C@]12CCC=C1N(Cc1ccco1)C(=O)[C@H](CC(=O)NCCCCc1ccccc1)C2 | -2 | -21

# Already shown: 5 of the compounds above.
SMILES | LDHA inh | PI4K2A block
COC(=O)[C@@]1(Cc2ccc(OC)cc2)[C@H]2c3cc(C(=O)N4CCCC4)n(CCc4c[nH]c5ccccc45)c3C[C@H]2CN1C(=O)c1ccccc1 | -1 | 3
COC(=O)[C@]12CCCCC=C1N(Cc1ccccc1)C(=O)[C@H](CC(=O)NCc1ccc(C)o1)C2 | 0 | 3
CCCCCc1c(-c2ccccc2OC)ncn1CCc1ccccc1OC | -1 | 4
C#CCNC(=O)c1cc(-c2ccccc2)sc1N | 1 | -9
CCOC(=O)[C@]12CCC=C1N(Cc1ccco1)C(=O)[C@H](CC(=O)NCCCCc1ccccc1)C2 | -2 | -21

# Record cards, as listed above. Order of values: LDHA inh, PI4K2A block
# Record of CCCCCCCCN1C(=O)[C@H](CC(=O)NCCCCc2ccccc2)C[C@@]2(C(=O)OC)CC(C)(C)CC=C12 = 4, 0
# Record of CN(C)C(=O)C[C@@H]1CC[C@@H](NC(=O)C2CCC2)[C@@H](CO)O1 = -11, -2
# Record of C#CCNC(=O)c1cc(-c2ccccc2)sc1N = 1, -9
# Record of O=c1[nH][nH]c2c1C(C1CCCCC1)OC(C1CCCCC1)C2 (configuration not stated) = -1, 3
# Record of O=C(NCCN1CCC(n2c(=O)[nH]c3ccccc32)CC1)c1ccc(Cl)cc1Cl = 0, 1

# Carrying on.
SMILES | LDHA inh | PI4K2A block
O=C(Nc1ccc(F)cc1)C(c1cccc(F)c1)N1CCN(Cc2c(F)cccc2Cl)CC1 (configuration not stated) | 2 | -4
CCCCCCCCN1C(=O)[C@H](CC(=O)NCCC(C)C)C[C@@]2(C(=O)OC)CCCCC=C12 | 4 | 7
CC(=O)N1Cc2cc(C(=O)NCc3cccc(F)c3)nc(-c3cccc(C4=CCCCC4)c3)c2[C@H]1CCO | -2 | 4
O=C(OCC#CCSc1nnc(-c2cccc3ccccc23)o1)c1ccc(F)nc1 | -1 | -4
CCS(=O)(=O)N1Cc2cc(C(=O)N(C)C)nc(-c3cccc(-c4ccc(F)cc4)c3)c2[C@H]1CCO | 4 | -1
CCCCNc1c(-c2cccnc2)nc2nc(C)cc(C)n12 | 1 | -1
O=C(NCCO)OC1CC2CC1[C@H]1CCCCN1C2=O (some centres not stated) | -5 | -2
COC(=O)C[C@@H]1OC[C@H](C)N1S(=O)(=O)c1ccc(C)cc1 | 1 | -3
COC(=O)[C@@]12C[C@@H](CC(=O)N3CCSCC3)C(=O)N(Cc3cccc4ccccc34)C1=CCC(C)(C)C2 | -7 | 4
Oc1ccc(CNc2ccccn2)c2cccnc12 | 21 | -11
CO[C@@H]1CN(C)C(=O)c2cc(NC(=O)Nc3ccc(Cl)cc3)ccc2OC[C@H](C)NC[C@H]1C | -7 | 0
CCOC(=O)[C@]12CCC=C1N(Cc1cccc3ccccc13)C(=O)[C@H](CC(=O)NCCC(C)C)C2 | 3 | -2
COCCN1C(=O)c2ccccc2C1c1nnnn1Cc1ccccc1 (configuration not stated) | 1 | 0
COc1ccc([C@H]2CC(=O)C[C@@H](CCn3cc(-c4nccn4C)nn3)O2)cc1 | -8 | -1
O=C1Nc2ccccc2-n2nnnc2C1N1CCN(c2ccc(C(F)(F)F)cc2[N+](=O)[O-])CC1 (configuration not stated) | 1 | 1
COc1ccc(-c2c(C(=O)c3ccc(Br)cc3)[nH]c(N)c2C(=O)c2ccccc2)cc1OC | -3 | 8
